Screening results: PubChem, Fisher Drug Discovery Resource Center
mcGAS lum – blocks mouse cGAS activity. Q8C6L5. recombinant cGAS, Kinase-Glo ATP depletion luminescence. inhibition, % at 12.5 µM. actives 0.15% (n = 160,000);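 also: 0% = negative control wells and 100% = reference inhibitor with no enzyme activity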
NPYLR7 agonist – mosquito NPYLR7 agonism. HEK293T NPYLR7/Galpha15, GCaMP6s calcium fluorescence. activation, % at 10 µM. actives 0.15% (n = 270,000); in the data active = activation above about 40%;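 also: 0% = vehicle and 100% = reference agonist at the receptor; some compounds past the cut are filed as inactive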
hcGAS inh – human cGAS inhibition; inhibition, % at 12.5 µM; AID 1259398; recombinant h-cGAS, ATP depletion, Kinase-Glo luminescence; Q8N884; actives 0.081% (n = 290,000);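 also: 0% = vehicle reaction and 100% = reaction without DNA for no activity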
Target sequence (Q8N884 whole entry, looked up): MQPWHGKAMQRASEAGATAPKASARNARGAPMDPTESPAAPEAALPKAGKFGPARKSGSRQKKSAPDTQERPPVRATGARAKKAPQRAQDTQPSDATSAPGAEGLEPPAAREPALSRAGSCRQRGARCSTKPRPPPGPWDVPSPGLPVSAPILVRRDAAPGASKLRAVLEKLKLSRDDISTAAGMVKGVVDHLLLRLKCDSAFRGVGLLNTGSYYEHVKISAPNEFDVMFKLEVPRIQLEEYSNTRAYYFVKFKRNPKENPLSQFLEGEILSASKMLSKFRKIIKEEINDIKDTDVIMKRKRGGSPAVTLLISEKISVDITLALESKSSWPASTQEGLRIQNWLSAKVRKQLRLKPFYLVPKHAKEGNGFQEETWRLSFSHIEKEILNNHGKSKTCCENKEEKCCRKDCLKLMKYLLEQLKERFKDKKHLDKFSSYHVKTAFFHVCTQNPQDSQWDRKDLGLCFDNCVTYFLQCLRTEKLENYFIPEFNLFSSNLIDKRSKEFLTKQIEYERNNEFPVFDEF
An asterisk follows results filed as active; . = no result given; & = joins results of further samples. Rule as the data show it, unless noted: active = inhibition above about 40%; inactive = the rest.

SMILES	mcGAS lum	NPYLR7 agonist	hcGAS inh
Cc1cc(N2CCCN(Cc3ccc(Cn4cccn4)cc3)CC2)ccn1	-16	0	-6
Cc1ccsc1CNC(=O)C1(C)CCCN1C(=O)C(C)C (configuration not stated)	-1	-2	-2
C#CCn1c(-c2cccs2)nc2ccccc21	.	2	5
C=C(C)[C@@H]1CC=C(CN2CCCN(C(=O)COC)CC2)CC1	-14	-3	-3
CC(C)c1nc(CN(C)c2ncnc3[nH]ccc23)cs1	.	-1	1
Cn1c(=O)n(CC(=O)Nc2ccccc2-c2cccs2)c2ccccc21	.	-8	-1
Cc1ccc(-n2nc(C)c(N=Nc3ccc(Cl)cc3C(=O)O)c2N)cc1	.	-1	2
CC(C)c1ccc(-c2cn(C(C)c3nccs3)nn2)cc1 (configuration not stated)	-17	11	-7
Cn1cnnc1C1CCN(c2nc(-c3cccnc3)nc3c2cnn3C)CC1	.	3	3
O=C(NCCNc1nc(-c2ccc(F)cc2)nc2cc(Cl)ccc12)Nc1ccc(C(F)(F)F)cc1	-4	8	-3
Cc1cccn2cc(Cn3c(=O)n(CC4CC4)c4ccc(C(=O)O)cc43)nc12	.	0	-5
CCSc1nc2c(c(=O)[nH]1)C(c1cccs1)C1C(=O)CCCC1=N2 (configuration not stated)	.	-2	1
Cc1ccc(S(=O)(=O)n2cc(C)[nH]c2=O)cc1	0	-10	3
CC(C)S(=O)(=O)Nc1cccc(Oc2ncccc2C(=O)N(C)CCNC(=O)C(F)(F)F)c1	.	0	-4
CC(C)N1CCC(C)(C(=O)Nc2ccc(-n3cccc3)cc2)C1 (configuration not stated)	.	-1	-9
CCn1c(C(=O)OC)c(NC(C)=O)c2cc(NC3CCc4ccccc4C3)cnc21 (configuration not stated)	-6	24	-12
CCN1CCN(C(=O)c2ccc(N3CCC(N4CCC(c5ccccc5)CC4)CC3)cc2)CC1	-12	16	-8
O=S(=O)(c1ccc2oc(Nc3cc(Cl)ccc3F)nc2c1)N1CCOCC1	-18	0	-7
Cc1ccc(NC(=O)C(C)N2CCC(C(=O)OC(C)(C)C)C2)c(C)c1 (configuration not stated)	.	14	1
CCCCCCC(=O)Nc1nnc(SCc2cc(OC)cc(OC)c2)s1	-7	.	0
C=CCNS(=O)(=O)c1nc2nc(C)c(C)c(C)n2n1	.	-5	-3
O=C(c1cccs1)N1CCN(Cc2nc(-c3cnccn3)no2)CC1	-12	1	-11
COc1ccc(C(=O)C2CCN(C(=O)C=Cc3ccc(OC)cc3OC)CC2)cc1	-8	1	-3
CSc1cc(C(=O)NCCc2n[nH]c(=O)[nH]2)c(Cl)cc1Cl	.	2	-7
O=S(=O)(NCCNc1ccc(Nc2ccncc2)nn1)c1ccc(C(F)(F)F)cc1	.	12	-5
Cc1ccc(CN2N=NC3C(=O)N(c4ccccc4)C(=O)C32)cc1 (configuration not stated)	-2	-2	-5
COc1ccc2c(c1)C(C)(Cc1cc(Cl)ccc1OC)C(=O)N2 (configuration not stated)	-1	4	0
Cc1cccc(-n2nc(C)c3c(NC4CCC(NC(=O)C5CCCC5)CC4)nc(C)nc32)c1 (configuration not stated)	.	7	-5
Cc1c(C)n2c3c(=O)n(CCN4CCCCC4)c(=O)n(C)c3nc2n1CCN1CCCCC1	0	3	-6
O=C(C1Cc2ccccc2CN1CC(O)COc1ccccc1)N1CCCC1 (configuration not stated)	.	11	-12
O=C1C2C3C=CC(C3)C2C(=O)N1c1ccc(F)c([N+](=O)[O-])c1 (configuration not stated)	-1	-3	4
CNC(=O)Cn1cc(-c2ccc(CO)cc2)cn1	.	1	-3
CCc1cc(NS(=O)(=O)c2cnn(-c3ccc(C)cc3)c2)n(C)n1	.	-1	-7
Cc1cc(=O)[nH]c(-c2ccc(N3CCOc4ccccc4C3)nc2)n1	.	-10	3
C=CCNC(=O)Cn1cc(OC)c(=O)cc1CSc1nnnn1C	-8	-2	-11
CCCCNC(=O)N1C[C@@H](C)[C@](O)(C(C)C)C1	-4	.	2
CSCCCNC(=O)c1c(C)noc1-c1cccc(F)c1	-5	0	-3
CCC1CN(Cc2ccccc2)C(CC)CN1 (configuration not stated)	.	-3	-21
COc1ccc(Cn2c(-c3ccncc3)n[nH]c2=O)cc1	-18	-1	0
Oc1ccc(N=Nc2ccc3c(c2)OCO3)c2cccnc12	.	3	-13
CCCCC(CC)C(=O)NCC1Cc2cc(F)ccc2O1 (configuration not stated)	-4	.	0
CCC1CN(CC(=O)NCCCc2cccnc2)Cc2cc(OC)ccc2O1 (configuration not stated)	-8	1	-2
COc1ccc(Cl)c2sc(N(Cc3cccnc3)C(=O)c3ccccc3F)nc12	.	9	-7
Cc1cccc(-c2nnc3c4ccccc4nc(NC4CC4)n23)c1	.	6	-2
COc1cccc(NC(=O)c2sc3nc4c(cc3c2N)C(=O)CC(C)(C)C4)c1	.	3	-12

Six compounds from above, sorted by length of the SMILES, rising:
SMILES	mcGAS lum	NPYLR7 agonist	hcGAS inh
CCCCC(CC)C(=O)NCC1Cc2cc(F)ccc2O1 (configuration not stated)	-4	.	0
COc1ccc(Cn2c(-c3ccncc3)n[nH]c2=O)cc1	-18	-1	0
C=CCNC(=O)Cn1cc(OC)c(=O)cc1CSc1nnnn1C	-8	-2	-11
CCCCNC(=O)N1C[C@@H](C)[C@](O)(C(C)C)C1	-4	.	2
CCC1CN(CC(=O)NCCCc2cccnc2)Cc2cc(OC)ccc2O1 (configuration not stated)	-8	1	-2
O=C1C2C3C=CC(C3)C2C(=O)N1c1ccc(F)c([N+](=O)[O-])c1 (configuration not stated)	-1	-3	4

Other compounds follow:
SMILES	mcGAS lum	NPYLR7 agonist	hcGAS inh
CCn1cc(CN2CCC(N3CCCC3=O)CC2)c2ccccc21	-2	4	2
CCCC1CCC(c2ccc(C(=O)Nc3nnc(SCC)s3)cc2)CC1 (configuration not stated)	-7	1	-6
NS(=O)(=O)c1ccc(CCn2cc3ncccc3c2O)cc1	.	1	-2
O=C(OCC(=O)N1CCNC1=O)c1cc2c(s1)-c1ccccc1CC2	.	0	1
COc1ccc(S(=O)(=O)N2CCN(C(=O)CCl)CC2)cc1OC	0	18	-3
O=C(COCc1ccccc1)N1CCN(CC(OCc2c(F)cccc2F)c2ccc(Cl)cc2)CC1 (configuration not stated)	-5	.	-5
CC1(C(=O)NS(=O)(=O)c2ccccc2)CCN1C(=O)CCc1cccs1 (configuration not stated)	-3	-2	-5
COCCCN(Cc1csc(COc2cc(C)cc(C)c2)n1)C(=O)COC	-4	28	-3
CNc1nnc(SCc2cccc(F)c2)s1	-8	-1	-8
CC(C)Nc1ncccc1C(=O)N(CCN(C)C)Cc1ccccc1	0	23	0
CCCCCCCCCCCCCC(=O)N(Cc1ccc(OS(=O)(=O)CC)cc1)C(C)C	0	.	3
COC(=O)CN1CC2(CCN(C(=O)c3cc4ccccc4[nH]3)CC2)OC1=O	.	4	-2
CCCc1nc(N2CCCN(C(=O)Nc3cccc(C#N)c3)CC2)c2c(-c3cccc(C(F)(F)F)c3)noc2n1	-3	16	-4
C=CCN(Cc1ccccc1OC)C(=O)c1cccc(N(C)C)c1	-11	0	-3
C=CCNC(=S)Nc1ccc(Cl)c(Cl)c1	.	-8	-7
CC1CN(c2cc(Cl)nc(SCC(=O)N3CCN(c4ccccc4F)CC3)n2)CCN1C(=O)C1CC1 (configuration not stated)	-4	13	-9
CC1CCCC(C)N1C(=O)CS(=O)(=O)c1nncn1C (configuration not stated)	.	1	-2
CC(C)Cn1cncc1CNC(=O)c1cccc(-n2cnnc2)c1	.	0	-4
CCOc1cccc(-c2nc3ccc(Br)cc3c(=O)n2Cc2ccccc2)c1	-5	3	-4
CCOc1nc(-c2ccco2)n(-c2ccc(NCC(O)COCC(C)C)cc2)n1 (configuration not stated)	-4	19	-8
Cc1ccc(OCC2c3ccsc3CCN2C(=O)CN(C2CC2)S(=O)(=O)c2ccc(Cl)cc2)c(C)c1 (configuration not stated)	-4	-2	-2
CC(C)NC(=O)C12CCC(C)(C(=O)C1)C2(C)C (configuration not stated)	.	0	-9
O=c1nc(SCc2ccccc2)nc2ccccn12	-8	5	-6
CN(C)C(=O)n1nc2c3c(cccc31)C(=O)c1ccccc1-2	-5	1	2
Cc1ccc2nc(CSc3nc(C)cs3)cc(=O)n2c1	2	3	6
COc1cccc(CN(CC(C)C)CC(O)c2ccccc2)c1OC (configuration not stated)	-5	-6	-5
O=C(CSc1nc2[nH]ncc2c(=O)n1-c1ccccc1)Nc1ccc(F)cc1	0	-1	4
CC(C)O[C@H]1CN(C(=O)c2cc(Cn3ccc4ccccc43)[nH]n2)C[C@@H]1O	-12	2	1
CS(=O)(=O)N1CCC2(CC1)CC(N1CCOCC1)CO2 (configuration not stated)	-6	-8	0
CN(C)CCNC(=O)C(Cc1ccccc1)NC(=O)C1CC(c2ccc(Cl)o2)=NO1 (configuration not stated)	-8	7	-3

Record cards (already shown). Order of screens: mcGAS lum | NPYLR7 agonist | hcGAS inh
Results for COc1ccc(Cn2c(-c3ccncc3)n[nH]c2=O)cc1 = -18 | -1 | 0
Results for CCCC1CCC(c2ccc(C(=O)Nc3nnc(SCC)s3)cc2)CC1 (configuration not stated) = -7 | 1 | -6
Results for O=C(c1cccs1)N1CCN(Cc2nc(-c3cnccn3)no2)CC1 = -12 | 1 | -11
Results for COc1ccc(Cl)c2sc(N(Cc3cccnc3)C(=O)c3ccccc3F)nc12 = . | 9 | -7
Results for Cc1cccn2cc(Cn3c(=O)n(CC4CC4)c4ccc(C(=O)O)cc43)nc12 = . | 0 | -5

(further entries)
SMILES	mcGAS lum	NPYLR7 agonist	hcGAS inh
CC1CC(C)CN(CCNC(=O)c2cnc(-c3ccccc3)nc2)C1 (configuration not stated)	.	4	-1
CC(=O)Nc1ccc(/C=C2/Cn3cccc3C2=O)cc1	.	15	-3
O=C(CSc1nc2c(c(=O)n1-c1ccc(Br)cc1)SCC2)Nc1nccs1	-10	-2	-4
Cc1cccc(C)c1NC(=O)CN1C(=O)c2ccc([N+](=O)[O-])cc2C1=O	-3	3	-4
O=C(CSc1nccn(-c2cccc3ccccc23)c1=O)c1ccc(F)cc1	-7	0	-8
Cc1ccc(CN(Cc2ccc(F)cc2)CC(O)COc2ccccc2)c(C)c1 (configuration not stated)	-1	9	2
COc1cccc(Oc2cnc(N)nc2-c2ccc(OCc3ccccc3F)cc2O)c1	-7	4	-5
CC(C)c1ccccc1OC/C=N\N(C)C(=N)N	.	-2	2
CC1Cc2nc(SCC(=O)Nc3nc4ccccc4s3)n(Cc3ccccc3)c(=O)c2S1 (configuration not stated)	.	-1	-7
CCOc1ccc(-c2ccnc3c2ccn3C)nn1	-9	.	2
CCOc1ccccc1N1CCN(C(=O)c2cc3n(n2)CCN(Cc2ccc(F)cc2)C3=O)CC1	-8	8	-6
Cc1ccc(S(=O)(=O)c2cnc(SCC(=O)Nc3ccc(Cl)cc3)[nH]c2=O)c(C)c1	-3	-1	-2
O=C(CC1(c2ccccc2)CC(=O)N(Cc2cccs2)C1=O)N1CC[C@@H]2CCCC[C@H]2C1 (some centres not stated)	-13	17	-8
O=C(O)c1cccc2cccc(-c3cccc4cccc(C(=O)O)c34)c12	11	-5	1
CN1C(=O)NC(c2cccc(F)c2)C2=C1CN(Cc1ccccn1)C2=O (configuration not stated)	-6	18	-11
CCOC(=O)CCC(=O)N1CCN(c2nccc(-c3ccc(Oc4ccccc4)cc3)n2)CC1	-6	4	-8
CCOC(=O)C1(C)CCCCCN1C(=O)c1ccc(C#N)cc1 (configuration not stated)	.	-3	-7
COc1ccc(F)cc1S(=O)(=O)N1CCN(c2cccc(C)c2C)CC1	.	7	-7
COc1cc(C(=O)NCc2cn3ccsc3n2)ccc1OC1CCN(C(C)=O)CC1	-8	1	-9
CCc1nc2ccc(C(=O)NCCc3c[nH]c4ccccc34)cn2c1N(CC)CC(=O)N(C)C	-3	13	-4
COc1ccc(S(=O)(=O)N2CCSC2c2ccc(OC)c(Br)c2)cc1 (configuration not stated)	.	5	-2
CC(N)=C(C#N)C(=O)COC(=O)C1CCC1	.	-1	6
O=C(Nc1ccc(Cl)c(Cl)c1)Nc1cc(C(F)(F)F)c[nH]c1=O	.	4&2	-2&-10
S=C1SCC=C1C=NC1CCCCC1	0	3	1
Cc1noc(C)c1N(C)C(=O)/C=C/c1ccc(Br)s1	.	-11	-10
CCOC(=O)N1CCN(CC(=O)N2N=C(c3ccc(C)cc3C)CC2c2cccc(OC)c2)CC1 (configuration not stated)	-6	25	-5
O=C(NCc1ccc(O)c(F)c1)c1c[nH]c(=O)c(Br)c1	-15	-2	-5
C=CCNC(=O)CSc1nnc(-c2c[nH]c3ccccc23)n1C1CC1	.	2	-4
COc1ccc(N(C(C)c2ccccc2OC)S(=O)(=O)c2ccccc2)cc1OC (configuration not stated)	-3	.	0
CCn1cncc1CNC(=O)c1ccc(-c2ccccc2Cl)o1	1	-6	2
CSCc1ccc(C(=O)N2CCCC(C(=O)c3ccc4c(c3)OCO4)C2)o1 (configuration not stated)	.	17	-10
CCc1cc(Oc2ccccc2C(C)C)nc(SCc2ccc(F)c(F)c2)n1	-6	2	-8
O=C(Nc1ccc(F)cc1)c1csc(CSc2nnc(-c3ccncc3)n2-c2cccc(C(F)(F)F)c2)n1	-6	6	-10
